Assay outcomes from PubChem.
UPR CHOP act: activators of apoptotic arm of unfolded protein response (CHOP); CHO-CHOP luciferase reporter, UPR activation, luminescence; percent of tunicamycin response over DMSO baseline; activation, % at 10 µM; hit rate 0.34% among 330,000; AID 449763;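 active means at 10 µM dose, activation of 40% or more, normalized to positive control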;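 further: 100% = tunicamycin at 10 µg/mL and 0% = DMSO alone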
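measured by = luciferase luminescence | assay system = CHO-CHOP cells, stable luciferase reporter of PERK-eIF2a-CHOP signalling | amount = 500 reporter cells seeded per well | timing = 6 h compound exposure at 37 °C after overnight seeding | controls = positive tunicamycin 10 µg/mL, negative DMSO alone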
697 NFkB inh: inhibitors of the PMA/ionomycin-induced NF-kB reporter in 697 B cells; 697 B-cell NF-kB luciferase reporter, 16 h; inhibition, % at 4 µM; hit rate 0.33% among 330,000; AID 435022; in the data active means inhibition above about 35%
tim23-1 inh: inhibits growth of tim23-1 mutant yeast; S. cerevisiae tim23-1 growth, BacTiter-Glo luminescence, 24 h; inhibition, % at 20 µM; hit rate 1.3% among 330,000; AID 463212;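 active means growth inhibition of the mutant yeast at or above 50%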;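 further: temperature-sensitive mutant grown at 25 °C; plate controls were DMSO-treated mutant yeast for no effect and medium wells lacking yeast for full effect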
XBP1 UPR activ: adaptive UPR (XBP1) activation | CHO-XBP1 luciferase reporter, IRE1-XBP1 UPR activation, luminescence; percent of tunicamycin response, DMSO as zero | activation, % at 20 µM | hit rate 0.33% among 330,000 | AID 463104;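 active means versus positive control, 20 µM dose yields 30% or more activation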;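 further: 100% = tunicamycin at 10 µg/mL and 0% = DMSO only wells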
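Material: CHO cell line with stable XBP1 luciferase reporter; schedule: 16-18 h cell attachment at 37 °C, then 6 h compound exposure; signal: glow luminescence from Steady-Glo reagent; medium: serum-containing F12 medium, 10% FBS; benchmarks: tunicamycin 10 µg/mL and vehicle-only wells; read-out: percent activation relative to tunicamycin reference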
Jurkat NFkB inh: inhibitors of the PMA/ionomycin-induced NF-kB reporter in Jurkat cells. PMA/ionomycin-induced NF-kB luciferase reporter, luminescence. inhibition, % at 4 µM. hit rate 0.53% among 330,000; in the data active means inhibition above about 50%
APJ antag: antagonists of human APJ apelin receptor; hit rate 0.32% among 330,000; inhibition, % at 20 µM; CHO-K1 APJ beta-arrestin complementation, luminescence; P35414;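 active means inhibition above about 40% at 20 µM, limit read from the data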;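 further: cells challenged with 10 nM apelin-13 agonist together with compound; plate controls were apelin-13 plus DMSO wells for no effect and DMSO wells lacking apelin-13 for full effect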
Target sequence (P35414 whole entry, looked up): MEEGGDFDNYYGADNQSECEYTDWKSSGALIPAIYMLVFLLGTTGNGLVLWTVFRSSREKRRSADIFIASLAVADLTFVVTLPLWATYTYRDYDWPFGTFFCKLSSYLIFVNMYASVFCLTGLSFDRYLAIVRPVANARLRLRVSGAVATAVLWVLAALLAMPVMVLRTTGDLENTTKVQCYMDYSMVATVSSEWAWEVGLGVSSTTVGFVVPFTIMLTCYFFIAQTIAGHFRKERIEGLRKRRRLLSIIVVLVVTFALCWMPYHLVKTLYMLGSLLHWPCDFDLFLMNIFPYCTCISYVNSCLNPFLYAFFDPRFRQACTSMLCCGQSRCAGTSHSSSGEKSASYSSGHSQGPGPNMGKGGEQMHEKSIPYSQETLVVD
Mdm2-MdmX inh: human Mdm2/MdmX binding inhibition. O15151+Q00987. SaOS-2 split-luciferase Mdm2/MdmX complementation, luminescence. inhibition, % at 8 µM. hit rate 3% among 330,000;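 active means inhibition of at least 50% at 8 µM in the primary screen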
APJ agonist: APJ receptor agonism; P35414; CHO-K1 APJ PathHunter beta-arrestin, luminescence; 0% DMSO wells, 100% apelin; activation, % at 20 µM; hit rate 0.11% among 330,000; AID 2520;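 active means activation more than six SD over the plate average, tested at 20 µM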;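 further: 0% = DMSO alone and 100% = apelin-13 at 10 nM; some results filed as inactive read as strong as hits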
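Incubation: overnight seeding, 90 min compound at 25 °C, 1 h detection; test system: PathHunter CHO-K1 APJ (AGTRL-1) beta-arrestin reporter cells; amount: 1000 cells/well; doses: one dose, 20 µM compound, 1% DMSO; measured by: beta-gal luminescence; measure: agonist-driven arrestin binding to APJ; benchmarks: negative DMSO alone, positive Apelin-13 at 10 nM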
* = called active by the depositor; nt = not tested or not shown.

1. CCOC(=O)c1[nH]c2c(c1-c1ccccc1)C(=O)CC(c1ccc(OCC)cc1)C2 (centres undefined)
2. CC(=O)Nc1nc(SCC(=O)NCc2ccc(F)cc2)[nH]c(=O)c1NC(=O)c1cccs1
3. Cc1ccc(C)c(NC(=O)CSc2nnc(CNC(=O)c3cccs3)o2)c1
4. CC(=O)c1ccc(-n2nnnc2SCC(=O)N2CCN(C(=O)c3ccco3)CC2)cc1
5. O=C(Nc1ccccc1C(=O)O)c1ccc(CN2C(=O)c3ccccc3C2=O)cc1
6. CC(=O)OCc1c(C(F)(F)F)nn(C)c1Oc1cccc(C(F)(F)F)c1

assay / compound	1	2	3	4	5	6
UPR CHOP act	0.0	-0.7	-0.9	0.1	1.1	1.6
697 NFkB inh	6	-3	7	14	-25	-18
tim23-1 inh	-1	0	-3	3	11	1
XBP1 UPR activ	-4	2	-5	-4	-4	-1
Jurkat NFkB inh	13	-3	12	4	-13	-7
APJ antag	11	12	5	9	2	6
Mdm2-MdmX inh	19	13	6	-11	2	14
APJ agonist	-3	1	-2	-5	-1	-2

7. COc1cc(OC)c(NC(C)C(=O)N2CCCC2)cc1Cl (centres undefined)
8. COc1ccc(NC(=O)c2ccc(C#CC(C)(C)O)cc2)cc1
9. N=c1c(C(=O)NCC2CCCO2)cc2c(=O)n3ccccc3nc2n1Cc1ccccc1Cl (centres undefined)
10. Cc1ccc(NC(=O)Nc2ccc3c(c2)CCC3)c(C)c1
11. CCOc1ccc2ccccc2c1/C=N/NC(=O)CNC(=O)c1ccccc1O
12. COCCCNC(=O)CC1C[C@H](C(=O)N2CCOCC2)[C@@]2(C)c3[nH]c4ccc(OC)cc4c3CCN2C1=O (some centres undefined)

assay / compound	7	8	9	10	11	12
UPR CHOP act	0.2	3.2	-0.4	3.9	2.7	1.1
697 NFkB inh	1	-12	-194	-8	17	12
tim23-1 inh	-1	5	-3	12	1	35
XBP1 UPR activ	1	0	0	-1	-3	2
Jurkat NFkB inh	4	-24	-7	-9	1	nt
APJ antag	30	7	22	15	5	nt
Mdm2-MdmX inh	2	-1	64*	25	9	31
APJ agonist	-5	-2	-7	-5	-3	nt

13. CN(NC1OC(=O)c2ccccc21)c1c([N+](=O)[O-])cc(C(F)(F)F)cc1[N+](=O)[O-] (centres undefined)
14. Cc1ccc(Cn2c(C(C)Nc3nc(-c4ccc(F)cc4)cs3)nc3cc(C(F)(F)F)ccc32)cc1 (centres undefined)
15. COc1ccccc1N1N=C(c2cccs2)CC1c1ccccc1 (centres undefined)
16. Cc1ccc(OCC(=O)Sc2ccc(C)cc2)cc1
17. Cc1ccc2c(C)c(C(=O)Nc3ccc(S(N)(=O)=O)cc3)oc2c1C
18. COc1ccccc1NC(=S)NC(=O)c1ccc(Cn2cc(Br)cn2)cc1

assay / compound	13	14	15	16	17	18
UPR CHOP act	-0.6	-0.9	1.2	4.8	3.1	-0.2
697 NFkB inh	-12	6	9	10	15	3
tim23-1 inh	-1	18	35	29	-7	-9
XBP1 UPR activ	-4	0	-2	27	-1	-2
Jurkat NFkB inh	-9	8	1	-1	-4	18
APJ antag	-25	24	-45	6	2	14
Mdm2-MdmX inh	-1	50*	18	37	18	24
APJ agonist	10	2	-1	2	0	0

From no. 15 to 18, as listed above:
15. COc1ccccc1N1N=C(c2cccs2)CC1c1ccccc1 (centres undefined)
16. Cc1ccc(OCC(=O)Sc2ccc(C)cc2)cc1
17. Cc1ccc2c(C)c(C(=O)Nc3ccc(S(N)(=O)=O)cc3)oc2c1C
18. COc1ccccc1NC(=S)NC(=O)c1ccc(Cn2cc(Br)cn2)cc1

assay / compound	15	16	17	18
UPR CHOP act	1.2	4.8	3.1	-0.2
697 NFkB inh	9	10	15	3
tim23-1 inh	35	29	-7	-9
XBP1 UPR activ	-2	27	-1	-2
Jurkat NFkB inh	1	-1	-4	18
APJ antag	-45	6	2	14
Mdm2-MdmX inh	18	37	18	24
APJ agonist	-1	2	0	0

(further entries)
19. Nc1cccc(NC(=O)c2ccco2)c1
20. COc1cc(/C=N/N2CCN(C3c4ccccc4-c4ccccc43)CC2)cc(OC)c1OC
21. CC(C)(C)c1ccc(C(=O)Nc2ccc(S(=O)(=O)Nc3cnc4ccccc4n3)cc2)cc1
22. NC(=O)C1CCN(C(=O)CN(c2ccc3c(c2)OCCO3)S(=O)(=O)c2ccccc2)CC1
23. CCCn1c2ccccc2c2cnn(CC(=O)NCCCN3CCCC(C)C3)c(=O)c21 (centres undefined)
24. CCOc1ccc(S(=O)(=O)N2CCC(C(=O)NCc3ccncc3)CC2)cc1

assay / compound	19	20	21	22	23	24
UPR CHOP act	1.0	-2.6	1.6	4.1	-1.1	1.8
697 NFkB inh	-2	-12	-13	-21	-12	6
tim23-1 inh	-1	17	-2	1	2	5
XBP1 UPR activ	-1	-4	-4	-1	-3	-3
Jurkat NFkB inh	-11	7	-12	-10	3	11
APJ antag	17	6	6	-4	-11	9
Mdm2-MdmX inh	6	14	-28	3	17	8
APJ agonist	1	-1	-2	9	-5	-2

25. Cc1ccc(-c2[nH]ncc2CNCCc2cnn(-c3ccccc3)c2)cc1C
26. Cc1ccc([N+](=O)[O-])cc1N/C=C/C(=O)c1ccco1
27. COc1ccc(C(=O)c2coc3c2C(=O)C(=O)c2ccccc2-3)cc1
28. CCOC(=O)c1c(NC(=O)COC(=O)c2ccc(O)cc2)sc(C(=O)N(C)C)c1C
29. O=C(CSc1nc2[nH]ncc2c(=O)[nH]1)c1ccc(Cl)cc1
30. O=C(NC1CCCC1)C(c1ccc(Cl)cc1)N1CCOCC1 (centres undefined)

assay / compound	25	26	27	28	29	30
UPR CHOP act	0.7	2.7	6.7	-2.6	-1.3	-0.3
697 NFkB inh	-11	-18	-6	-6	15	3
tim23-1 inh	8	25	85*	-2	-11	20
XBP1 UPR activ	-2	3	7	3	3	0
Jurkat NFkB inh	14	-31	-9	2	-4	-3
APJ antag	4	-17	-11	12	-9	16
Mdm2-MdmX inh	22	20	-3	28	2	-9
APJ agonist	-5	-1	-1	-2	-3	3

31. CCOc1ccccc1N1CCN(C(=O)c2ccccc2OCc2c(C)noc2C)CC1
32. COc1ccc(C(=O)CSc2nnc(-c3cccnc3)n2Cc2ccco2)cc1
33. CCC(C)c1ccccc1N1CC(C(=O)N(C)CC(=O)Nc2cccc(F)c2)CC1=O (centres undefined)
34. COc1cc([N+](=O)[O-])cc(/C=N/NC(=O)Cn2nc(C)cc2C)c1O
35. CC(=O)Nc1ccc(S(=O)(=O)NC(C)C(=O)NCC(c2ccco2)N2CCCCC2)cc1 (centres undefined)
36. C=C(C)Cn1c(CCCNC(=O)C(C)(C)C)nc2ccccc21

assay / compound	31	32	33	34	35	36
UPR CHOP act	0.6	1.5	-0.2	0.9	-1.7	-0.2
697 NFkB inh	9	-5	17	8	15	-12
tim23-1 inh	6	12	1	-18	-5	9
XBP1 UPR activ	-1	-1	-2	-3	-2	-3
Jurkat NFkB inh	-10	8	6	4	9	0
APJ antag	18	4	4	-3	1	4
Mdm2-MdmX inh	-7	20	3	57*	-3	-1
APJ agonist	-5	1	-4	5	-4	-2

Copied from the list.
COc1cc([N+](=O)[O-])cc(/C=N/NC(=O)Cn2nc(C)cc2C)c1O | UPR CHOP act: 0.9
COc1ccc(C(=O)CSc2nnc(-c3cccnc3)n2Cc2ccco2)cc1 | 697 NFkB inh: -5
CCOc1ccccc1N1CCN(C(=O)c2ccccc2OCc2c(C)noc2C)CC1 | UPR CHOP act: 0.6

(listing goes on)
37. Cc1ccc(NC(=O)CCSc2ccccn2)cc1
38. COCc1nnc(NC(=O)c2sc3ccccc3c2Cl)s1
39. Cc1nnsc1C(=O)NC(C)c1ccccc1 (centres undefined)
40. CCOc1cc(C(=O)N2CCCC2)cc(OCC)c1OCC
41. O=C(C1CCCCC1)N1CCN(c2nc(-c3ccc(F)cc3)cs2)CC1
42. Fc1cccc(-n2ncc(-c3nnnn3-c3ccccc3)c2C(F)(F)F)c1

assay / compound	37	38	39	40	41	42
UPR CHOP act	6.6	1.7	-1.0	-1.3	-0.4	0.5
697 NFkB inh	-12	-16	-7	-15	12	-2
tim23-1 inh	3	30	-5	12	3	26
XBP1 UPR activ	2	-2	-3	2	-3	0
Jurkat NFkB inh	-116	-8	-8	-25	7	9
APJ antag	12	5	2	8	4	4
Mdm2-MdmX inh	-127	-8	13	2	29	15
APJ agonist	-4	-4	-4	-2	-2	-2

43. Cc1ccc(CNC(=O)Cc2cn(C)c3ccccc23)cc1
44. O=C(NCc1ccco1)c1sc(=S)n2c1[nH]c(=O)c1ccccc12
45. COc1cc(OC)cc(-c2c(-c3ccc(F)cc3)c3cc(-c4ccc(SC)cc4)ccc3n2C)c1
46. CCOc1ccccc1CNS(=O)(=O)c1ccc2c(c1)oc(=O)n2C
47. CCC(=O)N(Cc1cc2ccccc2[nH]c1=O)C(C)C
48. O=C(NCC(c1ccccc1Cl)N1CCCC1)c1ccc(N2CCCC2=O)cc1 (centres undefined)

assay / compound	43	44	45	46	47	48
UPR CHOP act	2.1	0.7	2.8	-2.3	-2.1	0.7
697 NFkB inh	-13	8	21	13	18	-37
tim23-1 inh	18	37	-4	20	10	7
XBP1 UPR activ	0	-3	3	-1	-3	-4
Jurkat NFkB inh	-27	1	-2	7	5	-37
APJ antag	0	34	4	11	12	-1
Mdm2-MdmX inh	-10	-9	53*	-10	15	-15
APJ agonist	-4	-6	-4	-2	4	11

49. COc1cc(OC)cc(C(=O)NCc2cccnc2)c1
50. CC(C)CC(=O)NC(=S)N1CCN(c2ccc([N+](=O)[O-])cc2Cl)CC1
51. Cn1c(SCC(=O)Nc2ccc(F)cc2F)nnc1-c1cccnc1
52. Oc1ccccc1/C=N/Nc1cc(N2CCCC2)nc(N2CCCC2)n1
53. CCN(CC)CCN(Cc1cc2ccc(C)cc2[nH]c1=O)C(=S)Nc1ccccc1C(=O)OC
54. O=C(NC1CCN(C(=O)Nc2ccccc2)CC1)C1CCCCC1

assay / compound	49	50	51	52	53	54
UPR CHOP act	-0.6	0.6	-0.5	8.3	2.4	-1.9
697 NFkB inh	19	8	3	-27	-31	-28
tim23-1 inh	-9	19	2	29	32	22
XBP1 UPR activ	-4	-1	0	-2	-1	-1
Jurkat NFkB inh	-5	-4	12	8	-24	-9
APJ antag	4	10	14	42*	3	3
Mdm2-MdmX inh	26	25	4	50	-2	15
APJ agonist	-2	-5	-2	-3	-3	3

55. OC(COc1ccccc1)CN1CCC(Cc2ccccc2)CC1 (centres undefined)
56. Cc1ccc2[nH]c(-c3cccc(N)c3)cc2c1
57. Cc1sc2ncnc(NCCCO)c2c1C
58. CCC(=O)c1ccc(OCC(=O)OCC(=O)Nc2ccc3c(c2)OCCO3)cc1
59. CCOc1cc(/C=C2\SC(=O)N=C2N)ccc1O
60. Cc1ccc(-c2ccc(/C=N/NC(=O)CN3CCOCC3)o2)cc1[N+](=O)[O-]
61. CCCn1nnc(NC(=O)c2ccccc2Br)n1
62. CCC(NC(=O)CCc1c(C)c2cc3c4c(oc3cc2oc1=O)CCCC4)C(=O)O (centres undefined)

assay / compound	55	56	57	58	59	60	61	62
UPR CHOP act	1.8	6.0	3.2	0.1	-3.7	7.0	0.0	-3.8
697 NFkB inh	-2	-91	15	13	-5	17	2	49*
tim23-1 inh	14	10	19	1	-7	56*	-3	19
XBP1 UPR activ	-2	3	2	-3	1	5	0	-10
Jurkat NFkB inh	1	-115	4	3	-5	7	1	14
APJ antag	-18	3	14	1	23	-13	3	8
Mdm2-MdmX inh	18	-165	-1	11	49	17	1	-11
APJ agonist	0	0	-4	2	-4	7	-1	-1
